Pf Dd2 inh: Plasmodium falciparum Dd2 growth inhibition. P. falciparum Dd2 growth, SYBR Green, 72 h. Potency, µM (top dose mostly 28.9 µM), inactives show at the top dose activity, negative = inhibition, most hits filed as inhibitors. actives 4.3% (n = 120,000); active means well fitted inhibition curve with a large enough effect; inconclusive means small, poorly fitted or top-dose-only effect; inactive means no such curve, though single readings can be large or run the other way;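 further: plate controls were DMSO vehicle for no effect and reference drug for full effect; nearly all actives have a fitted effect of over 65% in size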
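Readout: SYBR Green fluorescence, 485 nm excitation, 535 nm emission, after ~16 h lysis at 37C. Before that, Dd2-infected red cells (2.5% hematocrit) grew 72 h with compound, 29 uM top final concentration.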
Starred values were filed as active, the others as inactive; i = inactive; ? = inconclusive; [ ] = another dose, or the depositor's remark. Potency means the concentration at half of the fitted maximal effect.

Preview, 19 compounds:
SMILES	Pf Dd2 inh
COc1ccc(-c2cc(C(F)(F)F)n3nc(C(=O)Nc4sc5c(c4C(=O)OC(C)C)CCC(C)C5)cc3n2)cc1 (stereo not given)	i
Cc1ccc(-c2nc(NC(=O)CSc3ccc4ccccc4n3)ns2)cc1	35%[activator]
Cc1ccc(S(=O)(=O)NC[C@H]2OC[C@@H](NCc3nccn3C)[C@@H]2O)cc1	-9%[44.1 µM]
C[C@]1(CO)[C@H]2Cc3sc(NC(=O)c4ccco4)nc3[C@@H](CC(=O)NCCN3CCOCC3)[C@]2(C)CC[C@H]1O	i
CNC(=O)CSc1cn(CC(=O)N2CCCCCC2)c2ccccc12	-24%
N#Cc1ccc(-c2cccs2)nc1SCc1ccc(Cl)cc1Cl	20%
CCOC(=O)Cn1c(=O)n(CC2CCCO2)c2nc(-c3c(F)cccc3Cl)nc(C(N)=O)c21 (stereo not given)	?
CCCCN(CC)C(=O)Cn1ccn2nc3c(c2c1=O)CCCC3	i
CCOc1ccc(CC(=O)Nc2c(C(=O)c3ccc(F)cc3)oc3ccc(Cl)cc23)cc1OCC	2%
CN1CCN(c2cc(=O)c3ccnc(Nc4ccc(F)c(Cl)c4)c3o2)CC1	-23%[44.1 µM]
Cc1cccn2c(CC(=O)NCC3CCN(c4cnn(C)c(=O)c4)C3)cnc12 (stereo not given)	-27%
Cc1noc(C)c1[S+](=O)([O-])NC1CCCN(c2nc3ncccc3o2)C1 (stereo not given)	-13%
Cn1cccc1CN1CCC2(C1)C(=O)Nc1ccccc12 (stereo not given)	-1%[44.1 µM]
Nc1c(C(=O)Nc2cccc(F)c2)nnn1-c1cccc(C(F)(F)F)c1	5%
COc1ccc(NC(=O)CN2C(=O)CC(c3ccco3)Sc3ccccc32)cc1OC (stereo not given)	-10%
COCCNC(=O)[C@@H]1CCC[C@@H](NC(=O)c2cc(C)n(C)n2)CN(C)C(=O)C1	37%[activator][44.1 µM]
CCOc1ccc(CNS(=O)(=O)c2ccc3c(c2)CC(C)N3C(C)=O)cc1OC (stereo not given)	9%
Cn1c(Cn2ccnc2)nnc1C1CCCN(C(=O)Nc2ccccc2F)C1 (stereo not given)	-9%
CCN(CC)c1ccc(C2C(C(N)=O)=C(C)Nc3nc(SCc4ccccc4)nn32)cc1 (stereo not given)	10%

Main list, previewed entries included:
SMILES	Pf Dd2 inh
COc1ccc(-c2cc(C(F)(F)F)n3nc(C(=O)Nc4sc5c(c4C(=O)OC(C)C)CCC(C)C5)cc3n2)cc1 (stereo not given)	i
Cc1ccc(-c2nc(NC(=O)CSc3ccc4ccccc4n3)ns2)cc1	35%[activator]
Cc1ccc(S(=O)(=O)NC[C@H]2OC[C@@H](NCc3nccn3C)[C@@H]2O)cc1	-9%[44.1 µM]
C[C@]1(CO)[C@H]2Cc3sc(NC(=O)c4ccco4)nc3[C@@H](CC(=O)NCCN3CCOCC3)[C@]2(C)CC[C@H]1O	i
CNC(=O)CSc1cn(CC(=O)N2CCCCCC2)c2ccccc12	-24%
N#Cc1ccc(-c2cccs2)nc1SCc1ccc(Cl)cc1Cl	20%
CCOC(=O)Cn1c(=O)n(CC2CCCO2)c2nc(-c3c(F)cccc3Cl)nc(C(N)=O)c21 (stereo not given)	?
CCCCN(CC)C(=O)Cn1ccn2nc3c(c2c1=O)CCCC3	i
CCOc1ccc(CC(=O)Nc2c(C(=O)c3ccc(F)cc3)oc3ccc(Cl)cc23)cc1OCC	2%
CN1CCN(c2cc(=O)c3ccnc(Nc4ccc(F)c(Cl)c4)c3o2)CC1	-23%[44.1 µM]
Cc1cccn2c(CC(=O)NCC3CCN(c4cnn(C)c(=O)c4)C3)cnc12 (stereo not given)	-27%
Cc1noc(C)c1[S+](=O)([O-])NC1CCCN(c2nc3ncccc3o2)C1 (stereo not given)	-13%
Cn1cccc1CN1CCC2(C1)C(=O)Nc1ccccc12 (stereo not given)	-1%[44.1 µM]
Nc1c(C(=O)Nc2cccc(F)c2)nnn1-c1cccc(C(F)(F)F)c1	5%
COc1ccc(NC(=O)CN2C(=O)CC(c3ccco3)Sc3ccccc32)cc1OC (stereo not given)	-10%
COCCNC(=O)[C@@H]1CCC[C@@H](NC(=O)c2cc(C)n(C)n2)CN(C)C(=O)C1	37%[activator][44.1 µM]
CCOc1ccc(CNS(=O)(=O)c2ccc3c(c2)CC(C)N3C(C)=O)cc1OC (stereo not given)	9%
Cn1c(Cn2ccnc2)nnc1C1CCCN(C(=O)Nc2ccccc2F)C1 (stereo not given)	-9%
CCN(CC)c1ccc(C2C(C(N)=O)=C(C)Nc3nc(SCc4ccccc4)nn32)cc1 (stereo not given)	10%
COc1ccc(C(=O)N2CCC3(CC2)N(C)C(=O)CS3(=O)=O)cc1	14%
Cc1ccccc1C(=O)N1CC(=O)Nc2ccc(Cl)cc2C1c1ccccc1 (stereo not given)	?
COc1ccc(-c2nc(C)nc3c2CN([S+](=O)([O-])c2onc(C)c2C)CC3)cc1	i
COc1ccc(F)cc1S(=O)(=O)N1C[C@@H](F)C[C@H]1C(=O)N1CCc2ccccc2C1	i
O=C(Cn1c(=O)n(-c2ccccc2)c(=O)c2sc3ccccc3c21)N1CCCC1	-7%
COc1ccc(Cl)cc1NC(=O)Nc1c[nH]c(=O)[nH]c1=O	37%[activator]
COCCCNC(=O)Cn1c(=O)n(Cc2ccc(C(=O)NCc3ccc(C)cc3)cc2)c(=O)c2ccccc21	-4%
CCOc1cc(=O)n2c(c1C(=O)Nc1ccccc1)CCCC2	27%
CCCCN(CC#Cc1ccccc1)C(=O)c1cc(=O)n(C)c(=O)n1C	-28%
CNC(=O)[C@H]1C[C@H](Oc2cccnc2)CN1C(=O)Nc1ccccc1	i
Cc1ccc(Oc2ncccc2CNC(=O)C2CCc3ccccc32)cn1 (stereo not given)	-21%
CC[C@H]1CN(Cc2ccc(OC)cc2O)CC[C@H]1CC(=O)N1CCOCC1	7.9µM*
O=C(Nc1cnc(-c2cccc(Cl)c2)nc1)c1cc(F)cc(F)c1	-11%
COc1ccc(N2CC(NC(=O)c3ccc(S(=O)(=O)N4CCCCC4)cc3)CC2=O)cc1 (stereo not given)	i
CC(=O)c1ccc(N2CCN(c3ncnc4c3c(-c3ccccc3)cn4-c3ccc(C)c(Cl)c3)CC2)cc1	31%[activator]
O=S(=O)(c1cccs1)N1CCCC2(C1)Nc1cccnc1NC2=NC1CCCC1 (stereo not given)	-6%[5.79 µM]
C[C@@H]1CN(C(=O)c2cccc(N3CCNC3=O)c2)C[C@@]1(O)C1CC1	?
Cc1ccc(OCCC2CCN(C(=O)Cc3cccnc3)C2)cc1 (stereo not given)	i
O=C(Cn1c(=O)n(-c2ccc(Cl)cc2)c(=O)c2c3c(sc21)CCC3)c1ccc(F)cc1	i
CCN(C(=O)C1CCC(CNS(=O)(=O)c2cccc3nsnc23)CC1)c1cccc(C)c1 (stereo not given)	?
CCN1CCN(Cc2nc3cc(NC(=O)c4cc(OC)c(OC)c(OC)c4)ccc3n2CC)CC1	?
Cc1ccc(C(=O)NC(C(=O)N2CCCC2)C2CCN(C(=O)CC(C)C)CC2)cc1 (stereo not given)	-7%
CN(C(=O)CSc1nc2ccc(NC(=O)c3ccco3)cc2s1)c1ccccc1	?
COc1ccc(OCc2nc(C(=O)N3CCC4(CCCN(C)C4=O)C3)co2)cc1 (stereo not given)	?
CC1CCC2(CC1)NC(=O)N(CC(=O)NCCc1ccc(Cl)cc1)C2=O (stereo not given)	-23%
CCC(C(=O)Nc1cc(OC)cc(OC)c1)n1nc(-c2ccc(C)c(C)c2)ccc1=O (stereo not given)	-18%
COc1ccc(-c2cn(C[C@H]3C[C@@H]4CCN3C[C@@H]4C(=O)NCc3ccccc3)nn2)cc1	?
CO[C@H]1C(=O)N(C2CCN(C(=O)c3cccc4[nH]ccc34)CC2)[C@H]1c1ccncc1	2%
COc1ncccc1-c1nc(N2CCOCC2)cc2c1CN(CC(F)(F)F)C2=O	77%[activator][44.1 µM]
O[C@H]1[C@H](NCc2ccc(OC(F)(F)F)cc2)[C@H]2CO[C@H](O2)[C@@H]1N1CCOCC1	22%[44.1 µM]
CN1C(=O)C(CC(=O)NC2CCC(O)CC2)(Cc2ccccc2)c2ccccc21 (stereo not given)	9%
COc1ccc(CN2C[C@H]3CN(Cc4ccc(NC(C)=O)cc4)CCN3C2=O)cc1	-16%[44.1 µM]
Cc1oc2c(c1C(=O)N1CCCCCC1)CN(Cc1cccc(F)c1)CC2	4µM*
Cc1cc(C(=O)N2CCCN(S(=O)(=O)c3ccccc3)CCC(=O)NCC2)n(C)n1	-5%
COCc1nnc2n1CCC(NC(=O)C1CC=CC1)CC2 (stereo not given)	37%[activator]
CCOc1cc(C(=O)NCCc2csc3nc(-c4ccc(C)cc4)nn23)cc(OCC)c1OCC	?
O=C1CS(=O)(=O)C2(C(=O)N(Cc3ccccc3)c3ccccc32)N1c1ccccc1 (stereo not given)	?
Cc1ccc(Nc2ncnc3c2cnn3-c2ccccc2)c(C)c1	31%
COc1ccc(CC(=O)N2[C@@H]3CC[C@H]2CC(NC(=O)c2cnc(C)cn2)C3)cc1 (stereo not given in full)	-13%
CCOc1ccc(C(=O)N2C[C@@H](COC)[C@H](C(N)=O)C2)cc1	-1%
CN1CCN(c2nc3c(c(=O)[nH]2)CCN(Cc2ccccc2Cl)CC3)CC1	21%[5.79 µM]
Further entries
SMILES	Pf Dd2 inh
O=C(Cn1c(=O)oc2ccccc21)NCC1Cn2cccc2C(=O)N1Cc1cccnc1 (stereo not given)	?
C=CCNC(=O)[C@@H]1C[C@@H](O)CN1C1CCN(C(=O)c2cccc(OC)c2)CC1	1%
Cc1ccc(OCCC2CCN(C(=O)CCn3nc(C)cc3C)C2)cc1 (stereo not given)	i
Cc1ccc(NC2=N[C@H]3[C@@H](O)[C@H](O)C[C@H](C(=O)N4CCC(C(N)=O)CC4)[C@H]3S2)cc1	7%[44.1 µM]
CC(C)CN1C(=O)COC[C@@H]1[C@H](O)c1ccc(NC(=O)c2cccnc2)cc1	?
Cc1ccccc1N1CC(C(=O)Nc2ccc(Br)cc2)CC1=O (stereo not given)	13%
CC(=O)NC1(C)CCCN(Cc2cc(Br)cs2)C1 (stereo not given)	i
Cc1noc(C)c1CCC(=O)NCc1cc2n(n1)CCN(C(=O)N(C)C)C2	17%
C[C@@H]1C(=O)O[C@H]2[C@H]1CC[C@@]1(C)Cc3sc(NS(=O)(=O)c4ccc(F)cc4F)nc3[C@@H](C)[C@H]21	i
O=C(NCc1ccccc1)Nc1cccn2ncnc12	-10%
COc1ccc(-n2cc(C(=O)OCc3ccc(Cl)cc3)c3ccccc3c2=O)cc1	-21%
CCc1ccc(NC(=O)CSc2nc3c(sc4ccccc43)c(=O)n2CCN(CC)CC)cc1	?
Cn1ncc(N2CCCC(CC(=O)Nc3cccc(Cl)c3)C2)cc1=O (stereo not given)	i
c1ccc(CCc2nc3nccc(-c4ccsc4)n3n2)cc1	?
CCOC(=O)c1cc2c(=O)n3ccccc3nc2n(C)c1=NC(=O)c1cc2ccccc2o1	11%
O=C(CN1CC2CC(C1)[C@H]1CCCC(=O)N1C2)NCc1cccc(C(F)(F)F)c1 (stereo not given in full)	i
O=C1NCCCCCCN(C(=O)c2cc3ccccc3[nH]2)[C@H]2CCC[C@@H]12	-23%
Cc1ccc(-c2noc(-c3ccccc3NC(=O)C3CC(=O)N(c4ccccc4C)C3)n2)cc1 (stereo not given)	25%
COc1cc(OC)c(NC(=O)c2cc(CN3CCOCC3)on2)cc1Cl	304%[activator][5.79 µM]
COCCN(C)C[C@@H]1CN(C(=O)Cc2ccc3c(c2)OCO3)C[C@@H]1CO	-12%
COc1cccc(S(=O)(=O)N2C[C@@H](F)C[C@H]2C(=O)N2CCCCC2)c1	6%
CCCc1nc(C(=O)N2CCC3(CCCNC3)C2)cs1 (stereo not given)	-15%
Cc1ccc(NC(=O)N2CCC(Oc3ncccc3C(=O)N3CCOCC3)C2)cc1F (stereo not given)	9%
CNC(=O)[C@@H]1CN(C(=O)Cc2c(F)cccc2Cl)C[C@H]1COC	3%
COc1ccc2nc(CO[C@H]3CN(Cc4cnn(C)c4)C[C@H]3F)[nH]c2c1	2%[44.1 µM]
CCCSc1ncc(Cl)c(C(=O)Nc2ccc(CC)cc2)n1	13%
Nc1c(-c2nc(-c3ccccc3Cl)no2)nnn1-c1ccccc1C(F)(F)F	-1%
COc1ccc(NC(=O)CC2C(=O)N(c3cccc(C)c3)C(=O)N2C2CCCCC2)cc1 (stereo not given)	i
Cc1ccc2c(C(=O)N3CCCCCC3)cc(NC(=O)C3CCC3)cc2n1	?
CCc1ccc2oc(C(=O)Nc3nc(-c4ccccc4)ns3)c(C)c2c1	31%[activator]

Source: PubChem BioAssay

These rows are one share of the data. The share of hits here may be higher or lower than overall.
